ALDH1A1 inh: ALDH1A1 (human) enzyme inhibition. P00352. Purified ALDH1A1, NADH fluorescence, propionaldehyde substrate. Potency, µM (titrated, usually from 75.3 µM), inactives show at the highest dose activity, negative = inhibition, hits mostly inhibitors. 7.3% of 220,000 active. AID 1030; active = well fitted inhibition curve with a large enough effect, not every such curve was filed as active; inconclusive = small, poorly fitted or top-dose-only effect, or another doubt; inactive = no such curve, though single readings can be large or run the other way;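 also: plate controls were no enzyme wells and a reference inhibitor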
Target sequence (P00352 whole entry, looked up): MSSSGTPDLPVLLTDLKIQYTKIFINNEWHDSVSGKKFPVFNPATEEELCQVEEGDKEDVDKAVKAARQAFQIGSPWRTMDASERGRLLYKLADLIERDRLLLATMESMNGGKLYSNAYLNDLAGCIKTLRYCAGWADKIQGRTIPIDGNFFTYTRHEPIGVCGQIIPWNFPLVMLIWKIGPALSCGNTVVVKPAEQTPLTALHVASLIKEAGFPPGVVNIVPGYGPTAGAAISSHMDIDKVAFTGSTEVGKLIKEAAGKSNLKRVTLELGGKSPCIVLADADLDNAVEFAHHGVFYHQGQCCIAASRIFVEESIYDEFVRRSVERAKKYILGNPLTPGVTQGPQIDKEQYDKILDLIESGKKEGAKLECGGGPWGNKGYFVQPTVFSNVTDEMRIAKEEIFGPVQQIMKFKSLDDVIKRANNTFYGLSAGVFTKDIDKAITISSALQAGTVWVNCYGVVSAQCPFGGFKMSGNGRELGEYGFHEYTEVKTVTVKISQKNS
RGS12 GoLoco inh: blocks human Gai1 binding to RGS12 GoLoco peptide, red readout; P63096; Gai1:RGS12 GoLoco peptide FP, rhodamine, 10 min; 0.44% of 230,000 active; AID 880; Potency, µM (highest dose often 61.6 µM), inactives show at the top dose activity, negative = inhibition, usual class: inhibitors; active = well fitted inhibition curve with a large enough effect, not every such curve was filed as active; inactive = no such curve, though single readings can be large or run the other way; also: % is scaled to controls: 0 for no effect and ±100 for the full control effect; nearly all actives have a fitted effect of over 30% in size; many of its hits are not listed in these tables
LMNA splice mod: LMNA splicing modulation. HeLa LMNA splicing GFP/RFP minigene ratio, 48 h. 0.01% of 200,000 active. Potency, µM (highest dose often 46.1 µM), for the others: top-dose ratio change, negative = inhibition, usual class: inhibitors. AID 1487; active = well fitted inhibition curve with a large enough effect in the signal ratio, with a control signal flat, not every such curve was filed as active; inconclusive = small, poorly fitted or top-dose-only effect, or effect the other way, or a change in a side signal; the % refers to the signal ratio; also: % is scaled to controls: 0 for no effect and ±100 for the full control effect
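S3 HeLa cells stably expressing lamin A-EGFP splicing minigene plus DsRed2, 600 cells/well, 48 h compound exposure at 37C. Laser-scanning cytometry; analysed as GFP (500-530 nm)/RFP (575-640 nm) total intensity ratio; 0.5% DMSO vehicle.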
KDM4E inh: JMJD2E (human) inhibition. B2RXH2. JMJD2E catalytic domain, FDH-coupled NADH fluorescence (FDH is formaldehyde dehydrogenase). Potency, µM (titrated, usually from 57.1 µM), inactives show at the top dose activity change, negative = inhibition, most hits filed as inhibitors. 1.6% of 230,000 active; active = well fitted inhibition curve with a large enough effect, not every such curve was filed as active; inconclusive = small, poorly fitted or top-dose-only effect, or another doubt; inactive = no such curve, though single readings can be large or run the other way;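 also: 0% = wells with enzyme and -100% = buffer wells without enzyme; nearly all actives have a fitted effect of over 50% in size; many of its hits are not listed in these tables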
TexasRed fluor: Texas Red fluorescence interference in TRb-SRC2 counter-screen; TRb/SRC2 Texas Red total fluorescence interference; Potency, µM (titrated, usually from 106 µM), for the others: at the top dose fluorescence change, negative = quenching; 0.29% of 280,000 active; AID 1479; active = well fitted curve in either direction with a large enough effect; inconclusive = small, poorly fitted or top-dose-only effect; also: % is scaled to controls: 0 for no effect and ±100 for the full control effect
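Human TRβ ligand-binding domain (0.6 uM) and Texas Red SRC2 peptide (20 nM) in Tris buffer with 1 uM T3 and 5% DMSO were incubated with pinned compound for 5 hr at ambient temperature. Total fluorescence was computed as S + 2P (555/632 nm).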
TRb-SRC2 inh: inhibitors of human thyroid hormone receptor beta-SRC2 interaction; P10828; TRbeta-SRC2 peptide binding, fluorescence polarization; receptor liganded with 1 µM T3; Potency, µM (top dose mostly 106 µM), for the others: at the highest dose activity change, negative = inhibition, most hits filed as inhibitors; 0.065% of 280,000 active; AID 1469;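 also: plate controls were bound peptide for no effect and peptide without receptor for full effect; nearly all actives have a fitted effect of over 50% in size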
Target sequence (P10828 whole entry, looked up): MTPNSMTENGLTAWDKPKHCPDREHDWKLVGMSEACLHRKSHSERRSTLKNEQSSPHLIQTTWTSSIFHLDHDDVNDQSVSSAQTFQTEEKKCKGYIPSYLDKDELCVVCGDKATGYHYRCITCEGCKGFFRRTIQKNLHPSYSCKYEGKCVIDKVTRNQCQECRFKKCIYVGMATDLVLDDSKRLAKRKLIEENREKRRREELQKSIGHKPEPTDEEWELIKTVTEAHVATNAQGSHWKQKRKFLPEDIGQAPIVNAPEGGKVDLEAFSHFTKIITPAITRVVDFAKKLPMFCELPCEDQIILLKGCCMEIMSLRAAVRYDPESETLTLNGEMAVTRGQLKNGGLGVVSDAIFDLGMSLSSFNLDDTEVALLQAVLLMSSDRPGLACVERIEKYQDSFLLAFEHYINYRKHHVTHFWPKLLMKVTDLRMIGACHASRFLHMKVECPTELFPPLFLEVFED
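TRb LBD 0.6 uM + Texas Red SRC2 peptide 20 nM, 1 uM T3, Tris buffer w/ 5% DMSO; compound pinned, 5 h RT; FP read ex 555/em 632; normalized to unbound and bound controls.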
SMN2 splice enh: SMN2 splice variant enhancement; HEK293 SMN2-luciferase splicing reporter, luminescence, 30-36 h; Potency, µM (doses to about 46.1 µM), inactives show at the top dose activity change, positive = activation, most hits filed as activators; 2.8% of 210,000 active; AID 1458; also: % of control where 0% means no effect; nearly all actives have a fitted effect of over 55% in size
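HEK293 cells carry an SMN2 minigene-luciferase reporter in which exon 7 inclusion puts luciferase in frame. Cells were seeded at 2000 cells/well, attached for 10-12 hours, then exposed to compounds for 30-36 hours at 37C before ONE-Glo luminescence.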
RECQ1 helicase: blocks DNA unwinding by human RECQ1; RECQ1 DNA unwinding, red fluorescence kinetic read; Potency, µM (titrated, usually from 57.3 µM), inactives show at the top dose activity, negative = inhibition, hits mostly inhibitors; 0.54% of 240,000 active;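 also: plate controls were vehicle for no effect and no enzyme for full effect; nearly all actives have a fitted effect of over 30% in size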
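RECQ1T1 50 nM; forked duplex (20 bp + 30-nt ss tails) 200 nM, ATP 2 mM final; pH 8.0, 2 mM MgCl2, 2.5 ug/ml poly(dI-dC); 15 min compound preincubation; discontinuous kinetic read over 2 h at RT.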
An asterisk follows results filed as active; i = inactive; ? = inconclusive; / = no result given; & = joins results of further samples; [ ] = remark or other dose. Unless noted, calls follow the shape of the dose curve; as a rule, active = well fitted curve in the direction sought with a large enough effect; inconclusive = small, poorly fitted or top-dose-only effect, or another doubt; inactive = no such curve, though single readings can be large; an effect the other way counts as inactive or inconclusive. Potency is read from the fitted curve at half-maximal effect. The list is partial; the hit share may differ from the screen's.

SMILES	ALDH1A1 inh	RGS12 GoLoco inh	LMNA splice mod	KDM4E inh	TexasRed fluor	TRb-SRC2 inh	SMN2 splice enh	RECQ1 helicase
C#CCOCCOCCOCCNc1nc(N2CCN(C(=O)[C@H](Cc3cc4ccccc4[nH]3)n3cc([C@@H](N)C(C)CC)nn3)CC2)nc(N2CCN(C(=O)[C@H](Cc3cc4ccccc4[nH]3)n3cc([C@@H](N)CC(C)C)nn3)CC2)n1 (stereo partly drawn)	-2%	6%	/	-18%	-3%	8%	/	?
CCCc1c(O)nc(SCCN(CCC)CCC)[nH]c1=O	1%	8%	10%	-6%	1%	-13%	-4%	-6%
Cc1nc(SCC(=O)Nc2cc(C)on2)c2c(=O)n(C)c(=O)n(C)c2n1	1%	2%	-4%	-1%	-2%	-6%	-14%	-8%
Brc1ccc(-c2csc(N/N=C/c3cccnc3)n2)cc1	3%	-5%	/	-7%	-2%	-7%	-24%	i
CCn1c(-c2ccco2)nc2ccccc21	?	24%	15%	?	-3%	-6%	9%	-4%
Cc1cccc(N2CCN(C(=O)CSc3ccsc3[N+](=O)[O-])CC2C)c1 (stereo not drawn)	20%	16%	?	5%	-2%	-16%	-22%	-8%
NCCCCC(=O)O	5%&-1%	4%&-1%	?	5%&-4%	-4%&0%	2%&3%	8%&5%	-13%&-9%
O=C1CCNc2cc3ccccc3cc21	?	-76%	?	6%	1%	6%	-27%	6%
O=C(O)c1cccc2c1C(=O)c1cccc3snc-2c13	-15%	10%	-6%[46 µM]	?	-5%	-8%	/	-2%
COc1cccc(C(=O)Cn2c(N3CCOCC3)nc3c2c(=O)n(C)c(=O)n3C)c1	-8%	4%	10%	5%	0%	-7%	-12%	i
Cc1ccc(Cn2c(SCC(=O)N/N=C/c3ccccc3OCC(=O)O)nc3ccccc32)cc1	/	-39%	/	2%	-1%	1%	/	-2%
CCCCOCCCNC(=O)c1ccc2c(c1)OCO2	-1%	-1%	9%	4%	-4%	-1%	20%	-2%
Cc1nc2ccccn2c1C(=O)N/N=C/c1ccc2c(c1)OCO2	?	20%	-11%	?	-1%	4%	?	-2%
O=C(N/N=C/c1c[nH]c2ccccc12)C1COc2ccccc2O1 (stereo not drawn)	?	5%	?	-16%	-2%	0%	-5%	-1%
c1ccc(N2CCN(c3ccccc3)C2c2cccnc2)cc1	4%	6%	-13%	12%	-2%	9%	-26%	2%
N#Cc1cc2cc3c(cc2nc1N1CCCCC1)OCCO3	?	-4%	-4%	?	-2%	1%	13µM*	-19%
COc1ccc2c(c1)OC/C(=C/c1cccs1)C2=O	?	/	-22%	?	0%	-1%	/	-3%
CCNC(=O)N(C(=O)NCC)n1c(C)nnc1C	?	7%	-1%	1%	-6%	2%	0%	-6%
COC(=O)Cn1nc(-c2ccc(C)c(S(=O)(=O)N(C)C)c2)c2ccccc2c1=O	11%	-11%	-10%	-3%	2%	0%	-13%	-9%
COC(=O)CCC(=O)N1CCOCCOCCN(C(=O)CCC(=O)OC)CCOCCOCC1	4%	11%	-4%	5%	2%	0%	1%	0%
CCNC(=O)C1Cc2ccccc2CN1S(=O)(=O)c1ccc(F)cc1 (stereo not drawn)	/	-3%	/	-1%	0%	-3%	/	-2%
CC(C)C(NC(=O)COc1ccccc1)C(=O)O (stereo not drawn)	6%	4%	-6%	-3%	0%	9%	3%	-18%
c1ccc(-c2nc(NCc3cccnc3)c3oc4ccccc4c3n2)cc1	?	1%	0%	-24%	-2%	-5%	-4%	-1%
O=C(COC(=O)Cc1n[nH]c(=O)c2ccccc12)Nc1cccc(C(F)(F)F)c1	-6%	-2%	2%[46 µM]	-6%	0%	-6%	6%	-3%
Clc1ccc2c(NCc3ccccn3)ncnc2c1	3.5µM*	-10%	-3%	?	1%	-20%	-4%	i
CC(C)C(NC(=O)OCc1ccccc1)C(=O)OCC(=O)NCc1ccco1 (stereo not drawn)	?	10%	-6%	2%	-3%	-3%	4%	-20%
Cc1ccc(C(=O)Nc2ccc3c(c2)nc2n3CCSC2)cc1	?	11%	-6%	1%	-5%	5%	/	-1%
O=C(CSc1ccc2c(c1)OCCO2)Nc1ncc(Cl)cc1Cl	-9%	-1%	?	7%	1%	-9%	-12%	7%
COC(=O)c1ccccc1Oc1ccc(NC(=O)C(C)(C)CCl)cc1	-7%	69%[activator]	/	-3%	0%	1%	-10%	-7%
NNC(=O)CN1C(c2ccccc2Br)=Nc2ccc(Br)cc2C1c1ccccc1 (stereo not drawn)	18%	-2%	?	2%	1%	13%	-25%	0%
Cc1cc(C)n(-c2ccc(C)c(Cl)c2)n1	8%	7%	-3%	2%	-4%	-3%	3%	i
CSc1nc(-c2ccc(Cl)cc2)nn1C(=O)c1ccco1	5%	-7%	3%	?	3%	-13%	9%	8%
CN(C)c1nc(-c2ccoc2)nc2ccccc12	-10%	0%	-7%	-21%	1%	8%	0%	-10%
COc1ccc(C(=O)NC(=S)N2CCCCC2)cc1	16µM*	-30%	4%	2%	1%	-20%	-21%	5%
CCOC(=O)C1(CCc2ccccc2)CCN(C(=O)CCc2cnn(C)c2)CC1	0%	-7%	/	13%	-3%	3%	/	i
Cc1ccc2[nH]c3c(=O)n(Cc4ccncc4)cnc3c2c1	?	3%	12%	?	-3%	-10%	-16%	-4%
O=C(c1ccccc1)N1CCN(C(=O)c2cc3ccccc3o2)CC1	?	1%	0%	-4%	-3%	1%	-22%	-8%
Cc1ccc(NC(=O)C(=O)NC2CCCCC2)cc1	-1%	-7%	4%	1%	-1%	-5%	5µM*	i
Cc1cccc(N/N=C/c2ccc(O)c(O)c2O)c1	/	-6%	/	3.2µM*	0%	3%	/	-8%
COC(=O)c1sc(=S)n(Cc2ccccc2)c1C	8.9µM*	5%	/	10%	-2%	0%	/	0%
O=C(OCc1cc2ccccc2[nH]c1=O)c1cccc([N+](=O)[O-])c1	/	7%	/	-2%	7%	-22%	/	-9%
O=C(Nc1ccc(S(=O)(=O)NCc2cccnc2)cc1)c1ccco1	?	4%	?	?	-1%	-14%	-45%[inhibitor]	-4%
O=C(Cc1ccc([N+](=O)[O-])cc1)N1CCCc2ccccc21	-14%	9%	/	-2%	0%	1%	-47%[inhibitor]	-12%
CCN(CC)c1ccc(/C=N/NS(=O)(=O)c2cccc([N+](=O)[O-])c2)cc1	3.5µM*	7%	-11%	-5%	2%	6%	3%	-2%
NS(=O)(=O)c1ccc(CCN=Cc2ccccc2O)cc1	8%	-7%	7%	-2%	-1%	9%	4%	-6%
Cc1cnc(C(=O)N2CCCC(C(=O)c3ccc(C(F)(F)F)cc3)C2)cn1 (stereo not drawn)	?	17%	25%[46 µM]	-4%	-14%	2%	/	3%
CCn1c(SCC(=O)OCc2ccccc2)nnc1-c1ccco1	-5%	-1%	10%	7%	2%	-9%	-3%	-15%
COc1ccc(/C=N/NC(=O)c2ccccc2)cc1CN1CCN(c2ccc(F)cc2)CC1	2%	3%	16%	12%	1%	-7%	-12%	-24%
CCc1ccc2[nH]c(=O)c(CN(Cc3nnnn3C3CCCC3)C3CCCCC3)cc2c1	14µM*	7%	-1%	?	-6%	-3%	-9%	-1%
CCc1cc(OCCOCCN(C)C)ccc1Cl	-8%	0%	3%	?	0%	-6%	-18%	-3%
Cc1cc(C)nc(SCc2nnc(SCC(=O)OC3CCCCC3)o2)n1	?	-10%	1%	3%	-1%	9%	-9%	-14%
CN(Cc1ccco1)c1nc(-c2ccccc2C(F)(F)F)nc2ccccc12	4%	16%	15%	/	/	/	/	-7%
COC(=O)[C@@]1(Cc2ccc(OC)cc2)[C@H]2c3cc(C(=O)N(C)C)n(CCc4ccc(O)c(OC)c4)c3C[C@H]2CN1C(=O)c1ccccc1	4%	4%	/	-7%	1%	8%	-2%	i
Nc1cnn(C2OC(CO)C(O)C2O)c(=O)n1 (stereo not drawn)	5%	13%	?	6%	0%	5%	?	5%
O=C(NC1CC2CCCC(C1)N2C(=O)N1CCCCC1)C1CCCCC1 (stereo not drawn)	-6%	/	2%	1%	3%	-11%	/	i
Cc1cc(CNC(=O)Cn2nc(C)c([N+](=O)[O-])c2C)c2ccccc2n1	?	0%	/	-6%	-1%	2%	-1%	i
COc1ccccc1-c1ccc2ncnc(NCc3cccnc3)c2c1	?	-8%	15%	1%	-1%	3%	-91%[inhibitor]	-3%
O=[N+]([O-])c1ccc(N2CCNCC2)cc1Sc1nc2ccccc2[nH]1	?	6%	?	-7%	0%	-17%	-8%	0%
Cc1cccc(NC(=O)CSc2nc3[nH]ncc3c(=O)[nH]2)c1C	?	5%	-1%	7%	-3%	-5%	-9%	-9%
N/C(=N\OC(=O)C12CC3CC(CC(C3)C1)C2)c1ccccn1	6%	-2%	5%	0%	-3%	-2%	23%	1%

(continued)
SMILES	ALDH1A1 inh	RGS12 GoLoco inh	LMNA splice mod	KDM4E inh	TexasRed fluor	TRb-SRC2 inh	SMN2 splice enh	RECQ1 helicase
Cc1cc(=O)cc2oc3cc(N)c(-c4c(C)cc(O)cc4O)c(C)c3nc1-2	-5%	-80%	/	8.9µM*	?	?	/	-8%
O=C(Nc1cccc(Br)c1)c1ccc2nc(N3C(=O)CCC3=O)sc2c1	?	5%	?	-6%	-1%	3%	-15%	2%
Cc1ccc(C)c(NC(=O)CN(C)C(=O)[C@@H](NC(N)=O)C(C)C)c1	-2%	-10%	/	-7%	0%	-4%	13%	1%
CSc1nnc(-c2ccccc2Cl)o1	6%	6%	12%	3%	-1%	-16%	14%	-11%

By substructure, the compounds so far with a thiophene ring, fused or not.
SMILES	ALDH1A1 inh	RGS12 GoLoco inh	LMNA splice mod	KDM4E inh	TexasRed fluor	TRb-SRC2 inh	SMN2 splice enh	RECQ1 helicase
Cc1cccc(N2CCN(C(=O)CSc3ccsc3[N+](=O)[O-])CC2C)c1 (stereo not drawn)	20%	16%	?	5%	-2%	-16%	-22%	-8%
COc1ccc2c(c1)OC/C(=C/c1cccs1)C2=O	?	/	-22%	?	0%	-1%	/	-3%
